From PubChem BioAssay
AmpC detergent: blocks E. coli AmpC beta-lactamase in detergent assay. Potency, µM (series often up to 114 µM), inactives show at the highest dose activity change, negative = inhibition, actives largely listed as inhibitors. actives 0.041% (n = 370,000). P00811. AmpC hydrolysis of nitrocefin, absorbance 480 nm, 0.01% Triton;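 also: potency is read from the fitted curve at half-maximal effect; 0% = no-compound wells and -100% = no-enzyme wells; nearly all actives have a fitted effect of over 25% in size; some results filed as inactive show a strong effect at the top dose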
Target sequence (P00811 whole entry, looked up): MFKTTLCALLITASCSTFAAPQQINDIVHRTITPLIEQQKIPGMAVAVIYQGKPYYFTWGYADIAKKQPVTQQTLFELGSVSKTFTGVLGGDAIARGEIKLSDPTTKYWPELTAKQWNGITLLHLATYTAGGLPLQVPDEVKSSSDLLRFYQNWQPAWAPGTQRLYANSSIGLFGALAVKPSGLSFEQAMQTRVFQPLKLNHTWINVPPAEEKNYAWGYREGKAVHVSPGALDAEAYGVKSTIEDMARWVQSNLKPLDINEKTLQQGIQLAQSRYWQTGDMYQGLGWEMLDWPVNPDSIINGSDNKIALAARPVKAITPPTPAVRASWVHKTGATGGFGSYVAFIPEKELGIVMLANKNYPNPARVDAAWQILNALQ
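AmpC (5.3 nM in the dispensed reagent) in 20 mM phosphate pH 7.0 with 0.01% (detergent screen) or 0.0001% Triton X-100 was preincubated with compounds for 15 min at room temperature. Nitrocefin was then added from an 800 uM solution, and hydrolysis was followed at 480 nm.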
Shiga inhibitor: inhibitors of Shiga toxin in Vero cells | inhibition, % at 38.7 µM | actives 9.2% (n = 290,000) | Vero cells, Shiga toxin protein synthesis inhibition reporter; in the data active = inhibition mostly above about 28%, no sharp cut-off; inactive = mostly below about 43%; also: 0% is about no effect
AmpC no deterg: inhibitors of E. coli AmpC beta-lactamase without detergent; P00811; AmpC nitrocefin hydrolysis, absorbance 480 nm, 0.0001% Triton; Potency, µM (series often up to 57.1 µM), for the others: at the top dose activity change, negative = inhibition, usual class: inhibitors; actives 0.52% (n = 330,000);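 also: potency is read from the fitted curve at half-maximal effect; plate controls were no compound for no effect and no enzyme for full effect; nearly all actives have a fitted effect of over 20% in size; some results filed as inactive show a strong effect at the top dose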
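20 mM phosphate pH 7.0 + 0.01% (detergent screen) or 0.0001% Triton X-100; 5.3 nM AmpC reagent; cpd preinc 15 min RT; nitrocefin (800 uM stock) to start; A480 q20 s × 4 min; Activity was normalised to no-enzyme and no-compound control wells.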
Cycloheximide cs: counter-screen hit for Shiga toxin inhibitors, cycloheximide | actives 12% (n = 300,000) | AID 2314 | cell reporter, cycloheximide protein synthesis inhibition counterscreen | max response, %; in the data active = max response mostly above about 13%, no sharp cut-off; inactive = mostly below about 14%; also: read at 38.3 µM for the half of the compounds with a filed dose; 0% is about no effect
HCMV inh: human cytomegalovirus inhibition; AID 1259415; actives 4.5% (n = 410,000); activity change, negative = inhibition, % at 57.5 µM; HFF cells, HCMV-luciferase reporter, 72 h; active compounds read low; in the data active = activity change below about -60%; inconclusive = no clear call, values can overlap the other calls; inactive = above about -39%; also: % is scaled to controls: 0 for no effect and ±100 for the full control effect
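Luciferase read-out from HCMV-luciferase-infected HFFs (MOI 1 PFU/cell) 72 h post infection at 37C; compounds added after 16 h cell attachment; activity normalized between buffer-only basal and Salinomycin (10uM) inhibitor controls.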
AMA1-RON2 inh: disrupts binding of P. falciparum AMA1 to RON2; actives 0.2% (n = 360,000); AlphaScreen AMA1-biotinylated RON2 peptide binding; Potency, µM (doses to about 58.2 µM), without a hit: top-dose activity change, negative = inhibition, usual class: inhibitors;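 also: potency is read from the fitted curve at half-maximal effect; 0% = vehicle wells and -100% = peptide control; nearly all actives have a fitted effect of over 45% in size; some results filed as inactive show a strong effect at the top dose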
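AMA1 (3D7) with his tag at 25 nM final met compounds first, then biotinylated RON2 peptide at 25 nM; detection used donor plus acceptor beads, 10 µg/mL apiece, read by AlphaScreen after 30 min at room temperature.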
FBPA Giardia inh: Giardia lamblia aldolase inhibition | A8B2U2 | purified Giardia FBPA | Potency, µM (highest dose often 59.6 µM), inactives show at the highest dose activity, negative = inhibition, most hits filed as inhibitors | actives 0.71% (n = 290,000); also: potency is read from the fitted curve at half-maximal effect; % is scaled to controls: 0 for no effect and ±100 for the full control effect; nearly all actives have a fitted effect of over 55% in size
Target sequence (A8B2U2 whole entry, looked up): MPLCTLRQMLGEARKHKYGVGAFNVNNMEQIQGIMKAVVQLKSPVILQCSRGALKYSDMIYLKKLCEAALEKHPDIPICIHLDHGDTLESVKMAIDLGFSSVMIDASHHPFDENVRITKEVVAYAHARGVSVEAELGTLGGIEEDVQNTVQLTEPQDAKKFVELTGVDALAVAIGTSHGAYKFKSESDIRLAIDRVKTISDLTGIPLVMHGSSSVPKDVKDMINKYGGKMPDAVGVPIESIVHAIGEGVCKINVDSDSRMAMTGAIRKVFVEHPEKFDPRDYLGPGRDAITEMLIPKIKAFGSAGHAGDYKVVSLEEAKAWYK
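Giardia FBPA (40 nM reagent) was preincubated 10 min at RT with compound (up to 57.5 uM final), then substrate plus GAPDH/TPI/NAD/arsenate coupling system with diaphorase/resazurin was added; resorufin fluorescence (525/598 nm) was read after 20 min.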
* = called active by the depositor; [ ] = another dose, or the depositor's remark. Unless noted, calls follow the shape of the dose curve; as a rule, active = well fitted curve in the direction sought with a large enough effect; inconclusive = small, poorly fitted or top-dose-only effect, or another doubt; inactive = no such curve, though single readings can be large; an effect the other way counts as inactive or inconclusive. Compounds were not picked by outcome (roughly 16% active in at least one column).

CCOc1ccc(NC(=O)c2ccccc2OC)cc1 was read as AmpC detergent -5%, Shiga inhibitor 68, AmpC no deterg -38%, Cycloheximide cs 40*, HCMV inh 268, AMA1-RON2 inh 3% and FBPA Giardia inh -7%.
For Cc1ccc(NC(=O)C2CCN(S(=O)(=O)c3c(C)n[nH]c3C)CC2)nc1 the results were AmpC detergent 1%, Shiga inhibitor -17, AmpC no deterg -8%, Cycloheximide cs -4, HCMV inh 25, AMA1-RON2 inh -6% and FBPA Giardia inh 1%.
For CCCOC(=O)Nc1cc(OC)ccc1[N+](=O)[O-] the results were AmpC detergent 6%, Shiga inhibitor 23, AmpC no deterg -13%, Cycloheximide cs 25*, HCMV inh 5, AMA1-RON2 inh -14% and FBPA Giardia inh -4%.
CC(C)(C)OC(=O)N1CCC[C@H]1C(=O)OCC(=O)Nc1cc(S(C)(=O)=O)ccc1Cl was read as AmpC detergent -2%, AmpC no deterg 11%, HCMV inh 5 and AMA1-RON2 inh -10%.
Screening COc1ccc(Cl)cc1NC(=O)c1noc(C)c1[N+](=O)[O-] returned AmpC detergent 3%, Shiga inhibitor 7, AmpC no deterg -12%, Cycloheximide cs 2 and AMA1-RON2 inh 1%.
Screening CC1CC(C(F)(F)F)n2ncnc2N1 (stereo not drawn) returned AmpC detergent 2%, Shiga inhibitor -17, AmpC no deterg -20%, Cycloheximide cs 0, HCMV inh -1, AMA1-RON2 inh 12% and FBPA Giardia inh 11%.
Screening O=C1NC(=O)N(Cc2ccccc2F)C1=O returned AmpC detergent 1%, Shiga inhibitor 3, AmpC no deterg -12%, Cycloheximide cs 1, HCMV inh 9, AMA1-RON2 inh 3% and FBPA Giardia inh inconclusive.
COc1ccccc1Oc1ccc(-c2cnc3ccccc3n2)cc1[N+](=O)[O-] was read as AmpC detergent -10%, Shiga inhibitor 73*, AmpC no deterg -37%, Cycloheximide cs 62*, HCMV inh -87*, AMA1-RON2 inh -20% and FBPA Giardia inh -1%.
Cc1cc(N2CCOCC2)n2nc(C)c(-c3ccccc3)c2n1 was read as AmpC detergent -7%, Shiga inhibitor 16, AmpC no deterg -7%, Cycloheximide cs 12, HCMV inh 64, AMA1-RON2 inh 10% and FBPA Giardia inh 19%.
Screening O=C(CSc1nnc(-c2ccncc2)o1)Nc1ccccc1C(F)(F)F returned AmpC detergent 1%, Shiga inhibitor -8, AmpC no deterg 76%[activator], Cycloheximide cs -1, HCMV inh inconclusive and AMA1-RON2 inh 48%[activator].
For COc1cc2ccccc2cc1C(=O)NC(=S)Nc1cc(C(=O)O)ccc1C the results were AmpC detergent -6%, Shiga inhibitor -3, AmpC no deterg -9%, Cycloheximide cs -2, HCMV inh inconclusive, AMA1-RON2 inh 7% and FBPA Giardia inh 17%.
For Cn1nnnc1SCCNCc1ccncc1 the results were AmpC detergent inconclusive, Shiga inhibitor -7, AmpC no deterg -19%, Cycloheximide cs 4, HCMV inh 23, AMA1-RON2 inh -2% and FBPA Giardia inh -15%.
For O=C(O)CCCC(=O)Nc1ccccc1C(=O)N1CCCC1 the results were AmpC detergent inconclusive, Shiga inhibitor -11, AmpC no deterg -6%, Cycloheximide cs 0, HCMV inh -23, AMA1-RON2 inh 5% and FBPA Giardia inh 5%.
For Cc1cc(Cl)c(S(=O)(=O)N2CC(C)OC(C)C2)cc1OCC(N)=O (stereo not drawn) the results were AmpC detergent -1%, Shiga inhibitor -7, AmpC no deterg 2%, Cycloheximide cs -1, HCMV inh -31, AMA1-RON2 inh 19% and FBPA Giardia inh -3%.
Cc1[nH]nc(-c2ccc(OCc3cnn(-c4ccccc4)c3)cc2O)c1Oc1ccc(Cl)cc1 was read as AmpC detergent inconclusive, Shiga inhibitor -9, AmpC no deterg -32%, Cycloheximide cs 1, HCMV inh -95*, AMA1-RON2 inh 70%[activator] and FBPA Giardia inh -1%.
COCCN1C(=O)c2ccccc2C(C(=O)NCCCN2CCCC2=O)C1c1c[nH]c2ccccc12 (stereo not drawn) was read as AmpC detergent -2%, Shiga inhibitor 1, AmpC no deterg 19%, Cycloheximide cs -3, HCMV inh 32, AMA1-RON2 inh 0% and FBPA Giardia inh -4%.
`COC(=O)CCCC1=CC2=CC(=O)C(C)(OC(=O)c3cccs3)C(=O)C2=CN1C1CCCCC1` (stereo not drawn) gave AmpC detergent 9%, Shiga inhibitor 1, AmpC no deterg 107%[activator], Cycloheximide cs 15, HCMV inh -40, AMA1-RON2 inh -4% and FBPA Giardia inh inconclusive.
CCCn1c(Nc2nc3ccccc3n2C)nc2ccccc21 was read as AmpC detergent 1%, Shiga inhibitor -7, AmpC no deterg -44%, Cycloheximide cs -4, HCMV inh -100*, AMA1-RON2 inh 28% and FBPA Giardia inh inconclusive.
COc1ccc(CCn2c(C3CCCCC3)nc3c(c(=O)c4ccccc4n3C)c2=O)cc1 was read as AmpC detergent 3%, Shiga inhibitor -2, AmpC no deterg -39%, Cycloheximide cs -3, HCMV inh -14, AMA1-RON2 inh 2% and FBPA Giardia inh -1%.
`CCN(CC(=O)N1CCCC1)S(=O)(=O)c1cc(C)ccc1OC` gave AmpC detergent inconclusive, Shiga inhibitor -5, AmpC no deterg -20%, Cycloheximide cs 1, HCMV inh 11, AMA1-RON2 inh -5% and FBPA Giardia inh -3%.
For Cc1cc(O)ccc1N1C(=O)c2cccc3cc([N+](=O)[O-])cc(c23)C1=O the results were AmpC detergent -15%, Shiga inhibitor -15, AmpC no deterg -18%, Cycloheximide cs -1, HCMV inh -25, AMA1-RON2 inh 15% and FBPA Giardia inh -5%.
`COc1ccc(C(=O)NCc2ccco2)cc1S(=O)(=O)N1CCOCC1` gave AmpC detergent 5%, Shiga inhibitor -10, AmpC no deterg 2%, Cycloheximide cs -5, HCMV inh -19, AMA1-RON2 inh -8% and FBPA Giardia inh -2%.
For CC(C)(C)NC(=O)NC(=O)CSc1nncs1 the results were AmpC detergent 3%, Shiga inhibitor -12, AmpC no deterg -35%, Cycloheximide cs 1, HCMV inh 30, AMA1-RON2 inh -3% and FBPA Giardia inh 4%.
Screening O=C(CSCc1ccccc1Br)NNC(=S)NCc1ccco1 returned AmpC detergent -22%, Shiga inhibitor -4, AmpC no deterg -47%, Cycloheximide cs 3, HCMV inh -30, AMA1-RON2 inh 112%[activator] and FBPA Giardia inh 15%.
For Cc1ccsc1/C=N/NC(=O)CSCc1ccc(Cl)cc1 the results were AmpC detergent -10%, Shiga inhibitor 21, AmpC no deterg -28%, Cycloheximide cs 4, HCMV inh -29, AMA1-RON2 inh -6% and FBPA Giardia inh inconclusive.
For COc1ccc(-c2csc(-n3ncc(-c4cccs4)c3N)n2)cc1 the results were AmpC detergent 0%, Shiga inhibitor 31, AmpC no deterg -12%, Cycloheximide cs 4, HCMV inh -37, AMA1-RON2 inh 1% and FBPA Giardia inh 2%.
For O=C(CN1CCOCC1)Nc1ccc(NC(=O)c2ccccc2F)cc1 the results were AmpC detergent 3%, Shiga inhibitor 1, AmpC no deterg -8%, Cycloheximide cs 0, HCMV inh -11, AMA1-RON2 inh -17% and FBPA Giardia inh 3%.
`CC(=O)c1sc(NC(=O)C2CCCN2S(=O)(=O)c2ccccc2F)nc1C` (stereo not drawn) gave AmpC detergent -19%, AmpC no deterg -10%, HCMV inh 0 and AMA1-RON2 inh -2%.
For O=C(CCC(=O)OCC(=O)c1cccc([N+](=O)[O-])c1)Nc1cccc(Cl)c1Cl the results were AmpC detergent 1%, Shiga inhibitor 2, AmpC no deterg -17%, Cycloheximide cs -3, HCMV inh 73, AMA1-RON2 inh -3% and FBPA Giardia inh 2%.
For COC(=O)CSc1nc(NCC(C)C)nc(N2CCOCC2)n1 the results were AmpC detergent inconclusive, Shiga inhibitor -1, AmpC no deterg -4%, Cycloheximide cs -1, HCMV inh -2, AMA1-RON2 inh -2% and FBPA Giardia inh 8%.
Cc1ccc(-c2csc(N(CCCN3CCOCC3)C(=O)c3ccco3)n2)cc1 was read as AmpC detergent -3%, Shiga inhibitor -6, AmpC no deterg 206%[activator], Cycloheximide cs -2, HCMV inh -6, AMA1-RON2 inh -15% and FBPA Giardia inh -20%.
`CC(=O)N1CCN(CC(C)(C)NS(=O)(=O)c2ccc(C)cc2)CC1` gave AmpC detergent 4%, Shiga inhibitor -5, AmpC no deterg 17%, Cycloheximide cs -1, HCMV inh -7 and AMA1-RON2 inh 3%.
Screening Cc1nn(-c2ccccc2)c(C)c1NC(=O)COC(=O)Cc1ccccc1 returned AmpC detergent -15%, AmpC no deterg -4%, HCMV inh -13 and AMA1-RON2 inh 10%.
Screening CC(=O)Nc1cccc(-c2cn3ccccc3n2)c1 returned AmpC detergent -3%, Shiga inhibitor 40, AmpC no deterg -12%, Cycloheximide cs 39, HCMV inh 81, AMA1-RON2 inh -2% and FBPA Giardia inh -7%.
Cc1cc(C)n(C(=O)CCCC(=O)n2nc(C)cc2C)n1 was read as AmpC detergent -13%, Shiga inhibitor -5, AmpC no deterg 7%, Cycloheximide cs -3, HCMV inh -7, AMA1-RON2 inh 0% and FBPA Giardia inh 0%.
`CCOc1ccccc1N(CC(=O)NC1CCCCC1)C(=O)CCC(=O)Nc1nccs1` gave AmpC detergent -12%, Shiga inhibitor -12, AmpC no deterg 36%, Cycloheximide cs -4, HCMV inh -12, AMA1-RON2 inh 0% and FBPA Giardia inh 7%.
`COC(=O)c1ccc(NC(=O)CN2CCOCC2)cc1` gave AmpC detergent inconclusive, Shiga inhibitor 38, AmpC no deterg -13%, Cycloheximide cs 11, HCMV inh 5, AMA1-RON2 inh -5% and FBPA Giardia inh 1%.

Some of these compounds in order of number of heavy atoms, smallest number first.
Screening CC(=O)Nc1cccc(-c2cn3ccccc3n2)c1 returned AmpC detergent -3%, Shiga inhibitor 40, AmpC no deterg -12%, Cycloheximide cs 39, HCMV inh 81, AMA1-RON2 inh -2% and FBPA Giardia inh -7%.
`CC(=O)N1CCN(CC(C)(C)NS(=O)(=O)c2ccc(C)cc2)CC1` gave AmpC detergent 4%, Shiga inhibitor -5, AmpC no deterg 17%, Cycloheximide cs -1, HCMV inh -7 and AMA1-RON2 inh 3%.
Screening Cc1nn(-c2ccccc2)c(C)c1NC(=O)COC(=O)Cc1ccccc1 returned AmpC detergent -15%, AmpC no deterg -4%, HCMV inh -13 and AMA1-RON2 inh 10%.
`CCOc1ccccc1N(CC(=O)NC1CCCCC1)C(=O)CCC(=O)Nc1nccs1` gave AmpC detergent -12%, Shiga inhibitor -12, AmpC no deterg 36%, Cycloheximide cs -4, HCMV inh -12, AMA1-RON2 inh 0% and FBPA Giardia inh 7%.
